From PubChem
Ba/F3 V617F tox – reduce viability of Ba/F3 cells dependent on JAK2V617F. inhibition, % at 5.6 µM. AID 1446. hit rate 1.1% among 220,000. Ba/F3 EpoR-JAK2V617F viability, ATP luminescence;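 active = inhibition above the campaign mean plus 3 SD over all tested compounds, cut at about 24% in these data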;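 note: cytokine-independent growth of Ba/F3 cells driven by EpoR plus mutant JAK2; 0% = DMSO-treated cells and 100% = JAK inhibitor I control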
TRPML3 agonist – human mucolipin-3 channel agonism; Q8TDD5; HEK293 TRPML3-YFP, Fluo-8 calcium fluorescence; 100% = the carbachol control signal; activation, % at 3 µM; hit rate 0.29% among 220,000; AID 1448;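 active = activation above its plate's cutoff, the mean activation of the plate's test wells plus 3 SD, cut at about 12% in these data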;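 note: 0% = DMSO only wells and 100% = carbachol wells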
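Test system: HEK293 cells stably carrying human TRPML3-YFP; Doses: single dose, 3 µM final nominal compound, 0.3% DMSO final; Schedule: dye loading 1 h 37 °C then 30 min ambient, 125 s read; Technique: Fluo-8 calcium fluorescence; Benchmarks: high control carbachol 87 µM, low control DMSO.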
PPC-1+TRAIL kill – PPC-1 cancer cell killing with TRAIL present. PPC-1 cells + TRAIL, ATPLite viability luminescence. cell killing (% activity), % at 4 µM. hit rate 0.41% among 220,000. AID 1443;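 active = cell killing above 50% in the first pass at 4 µM, then a duplicate retest at 5 µM averaging 50% or more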;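 note: plate controls were cells with TRAIL plus DMSO for no effect and medium-only wells lacking cells for full effect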
TRPN1 ag – zebrafish TRPN1 (NompC) channel agonism | AID 1424 | activation, % at 3 µM | hit rate 0.18% among 220,000 | HEK293 zebrafish TRPN1-YFP, Fluo-8 calcium fluorescence; 100% = response to 87 µM carbachol;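 active = activation above its plate's cutoff, the mean activation of test wells on that plate plus 3 SD, cut at about 19% in these data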;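 note: 0% = DMSO alone and 100% = 87 µM carbachol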
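System: zebrafish TRPN1-YFP in HEK293 cells / Dosing: 3 µM single point / Timing: dye loading 1 h at 37 °C, then 30 min room temperature / Signal: Fluo-8 calcium fluorescence, excitation 470-495 nm, emission 515-575 nm / Read-out basis: percent activation from peak over basal fluorescence ratio, control-normalized / Control set: high carbachol 87 µM, low DMSO alone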
Wee1 stabilizer – blocks degradation of human Wee1 kinase. HeLa Luc-Wee1K328M stability, luciferase luminescence; 100% = proteasome inhibitor MG132 effect. hit rate 1.2% among 220,000. P30291. reporter increase, % at 5 µM;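 active = activation above the mean of all tested compounds plus 3 SD, set per screening run, cut at about 8.8% in these data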;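 note: cells exposed to compound for 20 h before luminescence read; 0% = DMSO alone and 100% = MG132 at 30 µM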
Target sequence (P30291 whole entry K328M): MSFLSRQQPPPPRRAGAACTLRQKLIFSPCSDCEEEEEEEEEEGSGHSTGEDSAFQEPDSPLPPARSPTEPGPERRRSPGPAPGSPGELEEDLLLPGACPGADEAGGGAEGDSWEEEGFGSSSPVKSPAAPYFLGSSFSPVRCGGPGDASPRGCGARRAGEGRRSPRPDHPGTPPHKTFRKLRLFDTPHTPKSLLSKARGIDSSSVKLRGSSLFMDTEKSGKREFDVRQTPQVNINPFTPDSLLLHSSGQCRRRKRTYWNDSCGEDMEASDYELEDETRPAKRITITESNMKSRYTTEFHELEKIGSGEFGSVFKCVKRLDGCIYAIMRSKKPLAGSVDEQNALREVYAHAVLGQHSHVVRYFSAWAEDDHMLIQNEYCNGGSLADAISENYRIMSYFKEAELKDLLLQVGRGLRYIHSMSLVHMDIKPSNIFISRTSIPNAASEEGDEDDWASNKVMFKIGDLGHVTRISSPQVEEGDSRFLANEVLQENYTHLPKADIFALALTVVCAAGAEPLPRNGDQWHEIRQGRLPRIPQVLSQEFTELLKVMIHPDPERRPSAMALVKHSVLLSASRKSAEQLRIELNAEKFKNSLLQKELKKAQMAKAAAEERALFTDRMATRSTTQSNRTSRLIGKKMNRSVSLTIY
CHOP inhibitor – blocks CHOP induction under ER stress; CHO-K1 CHOP-promoter luciferase, tunicamycin-induced, 15-18 h; inhibition, % at 10 µM; hit rate 3.8% among 220,000; AID 2732;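 active = compounds that reduced the stress-induced luciferase reporter signal by more than about 70% of percent inhibition, limit read from the data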;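 note: 0% = tunicamycin plus vehicle and 100% = wells without tunicamycin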
BaF3 parental – parental Ba/F3 viability inhibition as JAK2V617F counter-screen; CellTiter-Glo ATP luminescence; inhibition, % at 5.6 µM; hit rate 1.1% among 220,000; AID 1486;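 active = inhibition above a per-campaign cutoff, the mean inhibition of all tested compounds plus 3 SD, cut at about 27% in these data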;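 note: 0% = DMSO wells and 100% = JAK Inhibitor I control wells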
RBBP9 inh – human RBBP9 hydrolase inhibition; O75884; recombinant RBBP9, FP-Rh probe fluorescence polarization; inhibition, % at 7.94 µM; hit rate 0.2% among 220,000;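 active = inhibition above the campaign mean of all tested compounds plus 3 SD, cut at about 14% in these data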;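 note: plate controls were DMSO wells with RBBP9 for no effect and wells lacking RBBP9 protein for full effect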
Target sequence (O75884 whole entry, looked up): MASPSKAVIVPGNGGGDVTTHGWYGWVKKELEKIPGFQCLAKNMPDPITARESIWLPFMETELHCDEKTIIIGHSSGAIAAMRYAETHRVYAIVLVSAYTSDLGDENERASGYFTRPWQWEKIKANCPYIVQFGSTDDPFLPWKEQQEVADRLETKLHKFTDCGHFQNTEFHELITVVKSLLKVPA
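System: RBBP9 protein / Quantity: 2.5 µM RBBP9 dispensing solution, before mixing / Also added: Serine-hydrolase probe FP-Rh, 375 nM pre-mixing / Dosing: 7.94 µM single dose, 0.794% DMSO / Timing: enzyme-compound preincubation 30 min, then probe labeling 45 min, 25 °C / Signal: FP readout at 525/598 nm / Controls: DMSO-treated enzyme wells and wells lacking RBBP9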
TNF death inh – TNF-alpha cell death inhibition in Jurkat FADD-/- cells | activation (protection from cell death), % at 10 µM | hit rate 0.068% among 220,000 | AID 463075 | Jurkat FADD-/- TNF necroptosis rescue, ATP luminescence, 24 h; 0 = TNF only, 100 = no-TNF cells;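 active = activation, meaning protection from cell death, of at least 50% relative to plate controls; inactive = activation below 50%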;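 note: necroptosis triggered by 40 ng/mL TNF-alpha added together with compound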
Numbers without * were called inactive; & = joins results of further samples. Only part of the results is shown; rates above refer to the full screens.

Molecule	Ba/F3 V617F tox	TRPML3 agonist	PPC-1+TRAIL kill	TRPN1 ag	Wee1 stabilizer	CHOP inhibitor	BaF3 parental	RBBP9 inh	TNF death inh
CC(=O)c1c(C)n(CC2CCCO2)c2ccc(O)cc12 (stereo not drawn)	4.1	0.4	34.6	1.4	6.5	22.2	4.7	-0.7	0.0
COc1ccc(NC(=O)c2cn(CCC#N)nc2-c2cccc([N+](=O)[O-])c2)cc1	3.8	0.7	-0.8	2.6	-3.4	-8.3	-2.3	-2.7	1.8
O=[N+]([O-])c1cc(F)c(N2CCCC2)cc1N1CCNCC1	0.4	0.7	-1.5	-0.3	-2.8	12.8	9.4	-6.4	-3.1
COc1ccccc1N(CC(=O)NC1CCCCC1)C(=O)c1cnn(C(C)C)c1	1.1	-0.7	10.4	0.1	-0.1	8.4	0.8	3.0	0.0
CCOC(=O)c1ccc2[nH]c(-c3ccc(S(=O)(=O)F)cc3)cc(=O)c2c1	-1.2	0.2	-21.1	-0.1	0.5	2.6	-2.9	-2.2	-9.7
CC(C)CN1CCN(Cc2ccccc2C(F)(F)F)CC1CCO (stereo not drawn)	-1.4	0.1	-16.1	-0.1	5.1	31.6	5.8	3.1	1.6
CCCCn1c(O)c(C(CC)=NCCc2ccccc2)c(=O)[nH]c1=O	4.8	-0.1	21.4	-1.1	-1.9	28.6	7.1	-8.9	-3.9
CNC(C(=O)c1ccccc1)C(OC)c1ccccc1 (stereo not drawn)	1.4	0.6	-18.6	0.2	-4.2	4.1	0.3	-2.3	-2.5
CC(=O)NC(C)Cc1ccccc1 (stereo not drawn)	3.0	1.0	27.1	-0.6	-0.1	-23.4	3.9	7.4	0.3
CC(C)OC12Oc3ccccc3C=C1N1CCC2CC1 (stereo not drawn)	-2.7	0.0	8.1	1.5	-1.1	-0.1	2.1	4.6	0.1
Cn1c2ccccc2c2c(C(=O)N3CCC4(CC3)OCCO4)cn(C3CCCC3)c(=O)c21	4.4	1.6	-8.9	3.7	1.1	-28.8	8.3	3.6	-4.7
Cc1ccc2nc3c(cc2c1)CC1(C(=O)N(C)C(=O)N(C)C1=O)C1CCCCN31 (stereo not drawn)	-3.0	-0.8	37.6	-1.6	-0.5	43.0	0.3	0.4	0.5
CC(=O)[C@H]1CC[C@H]2[C@@H]3CC[C@H]4C[C@H](O)CC[C@]4(C)[C@H]3C(=O)C[C@]12C	1.5	0.4	42.1	1.6	-1.9	15.3&-15.7	3.5	-6.5	0.0
CCOC(=O)c1ccc(NC(=O)C2C3C=CC(O3)C2C(=O)O)cc1 (stereo not drawn)	-1.9	-0.5	4.6	-0.5	1.9	31.3	0.9	7.4	0.8
CCc1ccccc1N1C(=O)/C(=C/c2ccc(N3CCN(C)CC3)o2)C(=O)NC1=S	-2.2	1.0	20.1	3.1	-3.1	3.8	3.4	1.5	-10.8
COc1ccc(OCC(=O)N2CCN(C/C=C/c3ccccc3)CC2)cc1	6.9	1.3	5.8	0.3	-0.1	8.8	12.4	-7.6	1.1
C=CCOc1ccc(CC2C(=O)N(C)C(=O)N(C)C2=O)cc1	-2.1	0.5	-3.1	0.9	-1.1	-15.4	0.4	-3.5	-0.6
O=C(O)CCC(=O)NCCC1=c2ccccc2=N/C1=C\c1c(O)n(Cc2ccc(F)cc2)c(=S)[nH]c1=O	-1.7	0.5	-2.2	-0.5	-0.1	12.4	4.5	-1.5	3.1
CCC(=NCCCn1ccnc1)c1c(O)n(-c2ccc(OC)cc2)c(=O)[nH]c1=O	-0.9	0.4	-38.4	1.2	2.7	-13.0	0.1	-2.7	4.8
CC12CN3CC(C)(CN(C1)C31CCOCC1)C2=O	-1.2	0.5	34.4	-0.3	-2.1	9.3	1.8	2.8	0.0
CC(Cc1ccccc1)NCc1ccccc1O (stereo not drawn)	0.4	0.2	22.8	-0.1	1.1	-18.0	-2.7	-10.4	5.5
Cn1c(O)c(/C=C/C=Nc2ccccc2)c(=O)n(C)c1=O	-2.3	1.2	3.8	2.0	6.0	0.6	1.1	-5.6	-0.4
Cc1ccsc1C(=O)C1CCCN(Cc2ccccc2O)C1 (stereo not drawn)	-3.5	-0.6	-7.3	-2.3	-4.8	-4.2	1.8	2.3	3.8
Cn1c(=O)c2c(ncn2CCCl)n(C)c1=O	0.8	0.8	6.8	-0.3	-2.2	24.8	-0.3	-2.1	0.2
CCCCn1c(O)c(C(C)=NCc2cccnc2)c(=O)[nH]c1=O	0.5	-0.1	-1.9	3.4	-0.1	-1.6	-4.8	2.0	3.4
Cc1cc(C)cc(N2C(=O)NC(=O)/C(=C\c3cccn3-c3ccc(Cl)cc3)C2=O)c1	1.0	0.4	30.7	1.7	4.4	30.5	1.6	-5.3	-20.3
C=CCn1c(O)c(C(C)=Nc2ccc(N(C)C)cc2)c(=O)[nH]c1=O	-1.2	1.3	27.1	0.6	-0.6	50.3	2.8	7.5	0.3
O=[N+]([O-])/C=C1/NCCN1Cc1ccc(Cl)nc1	0.5	1.0	6.0	1.2	5.8	9.9	6.3	-4.5	0.5
Cc1ccc2c(c1Cl)NC(C(=O)O)C1CC(Sc3ccccc3[N+](=O)[O-])C(Cl)C21 (stereo not drawn)	-4.5	0.5	-6.9	-0.7	0.7	-10.3	-3.3	7.3	-0.1
CCOc1ccc(C(=O)OC2CC3CCC(C2)N3C)cc1 (stereo not drawn)	1.3	1.5	18.4	1.2	3.6	-10.4	1.9	-7.7	0.7
OC(CNCCc1c[nH]c2ccccc12)C(F)(F)F (stereo not drawn)	0.4	0.3	1.3	0.1	2.9	28.9	6.4	-10.2	0.6
FC(F)(F)c1ccc2c(c1)N(CCCN1CCN(CCCl)CC1)c1ccccc1S2	-0.6	2.6	6.2	-0.6	-1.5	67.5	3.9	8.8	-11.4
O=C(Cc1ccccc1[N+](=O)[O-])N1CCN(Cc2ccc3c(c2)OCO3)CC1	0.2	0.5	15.1	0.9	-0.5	8.9	1.9	4.4	0.8
CCC(=Nc1cccc(C(F)(F)F)c1)c1c(O)n(C)c(=O)n(C)c1=O	-3.4	0.8	9.7	1.2	-1.1	13.8	-0.2	3.8	-7.2
CCC(COC(=O)NC)NC(=O)Oc1cccc(C)c1 (stereo not drawn)	0.1	0.4	28.2	-0.4	4.1	6.1	-2.2	-4.8	-1.3
Cc1cccn2c(=O)c3cc(C(=O)N4CCC5(CC4)OCCO5)n(C)c3nc12	2.2	0.9	13.6	-0.7	7.0	14.8	5.0	-3.5	-9.5
Cn1cccc1CNCCc1ccccc1F	0.3	0.6	0.8	2.5	1.8	-6.1	4.3	-3.6	0.6
CN(C)CC1CCCCC1=O (stereo not drawn)	-4.4	0.9	-1.5	-0.8	-1.8	-3.3	5.2	-6.2	3.6
CCCC(=O)NC(Oc1ccc(C(C)=O)cc1)C(Cl)(Cl)Cl (stereo not drawn)	1.4	0.5	13.9	2.2	5.3	14.7	5.5	-6.4	0.4
COc1ccc(-c2cc(C(F)(F)F)n3nc(C(=O)N4CCC5(CC4)OCCO5)cc3n2)cc1OC	-1.1	0.1	17.7	-1.6	1.6	9.9	4.1	-5.4	-2.7
CC1(C)CC(=O)C=C(NCCN2CCN(C(=O)Cc3ccc(Cl)cc3)CC2)C1	0.2	1.3	-1.7	0.4	-1.0	23.3	6.1	-2.0	-1.2
NC1=NC(c2cccnc2)n2c(nc3ccccc32)N1 (stereo not drawn)	2.0	1.2	-12.9	1.0	-0.7	3.2	-8.6	0.1	-1.0
Cc1nc2ccccc2c(=O)n1-c1ccc(C(=O)O)cc1	-1.8	1.2	24.6	2.4	1.3	2.9	-10.2	-13.3	0.8
CCOC(=O)C1=C(C)OC(N)=C(C#N)C12C(=O)N(C)c1ccccc12 (stereo not drawn)	-4.8	0.9	15.4	0.5	1.7	1.4	-1.3	5.2	-1.2
CC1=NN(c2ccccc2)C(=O)C1/C=C1\C(=O)NC(=O)N(c2cc(C)cc(C)c2)C1=O (stereo not drawn)	0.3	0.9	29.9	0.6	-0.4	48.5	4.4	-0.1	-3.8
Cc1ccc(OCC(=O)NCCN2CCN(C(=O)COc3ccc(C)cc3)CC2)cc1	-0.3	0.3	11.3	0.5	-0.4	-16.5	1.3	-3.0	0.8
CC(=O)Nc1ccccc1C(=O)OCC(=O)c1ccc2c(c1)OCCO2	-2.3	0.8	1.1	1.4	3.2	-29.2	-4.1	-1.9	2.0
CSc1ncc(/C=C2/C(=O)NC(=O)N(c3ccc(Cl)cc3)C2=O)cn1	2.4	0.4	11.8	1.1	2.2	19.2	4.7	-8.3	0.0
CC(O)(CS(=O)(=O)c1cccc(C(F)(F)F)c1)C(=O)Nc1cccc(C(F)(F)F)c1 (stereo not drawn)	-1.1	0.3	7.5	0.0	1.6	71.9*	-0.9	-0.9	-1.1
CCC(=O)c1ccc(OC(=O)N(C)c2ccccc2)cc1	1.9	-1.5	14.9	-0.2	6.5	-5.6	6.0	-4.0	3.7
Cn1c(O)c(C=NCc2cccs2)c(=O)n(C)c1=O	-0.7	-0.2	21.4	-0.1	0.6	21.5	1.4	-2.0	0.9
COC(=O)c1ccc(C(C(=O)NC2CCCCC2)N(CCN2CCOCC2)C(=O)Cc2cccs2)cc1 (stereo not drawn)	4.3	1.0	20.7	1.5	-2.5	16.9	0.5	-11.6	-0.6
C=CCn1c(O)c(C(CC)=NCC2CCCO2)c(=O)[nH]c1=O (stereo not drawn)	-1.5	0.4	-5.5	2.6	1.2	-14.6	-5.6	2.9	5.1
Cn1c(=O)n(CC(=O)N2CCC3(CC2)OCCO3)c(=O)c2ccccc21	1.0	0.5	22.7	2.5	0.2	-6.1	2.3	-2.5	1.1
COc1ccccc1N1CCN(Cc2ccc(Cl)cc2Cl)CC1	-4.4	0.3	-24.4	-0.5	-1.8	25.8	2.2	2.7	0.3
COc1ccc(O)c(CN2CCCC(C(=O)c3ccccc3SC)C2)c1 (stereo not drawn)	2.6	-0.8	13.3	0.4	-2.2	13.2	-1.2	-9.9	3.6
